RORg inh: qHTS for inhibitors of ROR gamma transcriptional activity | hit rate 5.4% among 310,000 | AID 2551, 2010 | Nuclear receptor ROR-gamma (Mus musculus), P51450 | Drosophila S2 Gal4-RORgamma UAS-luciferase reporter, 20 h | Potency, µM (series often up to 53.6 µM), for the others: top-dose activity change, negative = inhibition, hits mostly inhibitors; further: potency means the concentration at half of the fitted maximal effect; on the % scale 0 is the no-effect control and ±100 the full control effect; nearly all actives have a fitted effect of over 60% in size
Target sequence (P51450 whole entry, looked up, the tested form may be a part): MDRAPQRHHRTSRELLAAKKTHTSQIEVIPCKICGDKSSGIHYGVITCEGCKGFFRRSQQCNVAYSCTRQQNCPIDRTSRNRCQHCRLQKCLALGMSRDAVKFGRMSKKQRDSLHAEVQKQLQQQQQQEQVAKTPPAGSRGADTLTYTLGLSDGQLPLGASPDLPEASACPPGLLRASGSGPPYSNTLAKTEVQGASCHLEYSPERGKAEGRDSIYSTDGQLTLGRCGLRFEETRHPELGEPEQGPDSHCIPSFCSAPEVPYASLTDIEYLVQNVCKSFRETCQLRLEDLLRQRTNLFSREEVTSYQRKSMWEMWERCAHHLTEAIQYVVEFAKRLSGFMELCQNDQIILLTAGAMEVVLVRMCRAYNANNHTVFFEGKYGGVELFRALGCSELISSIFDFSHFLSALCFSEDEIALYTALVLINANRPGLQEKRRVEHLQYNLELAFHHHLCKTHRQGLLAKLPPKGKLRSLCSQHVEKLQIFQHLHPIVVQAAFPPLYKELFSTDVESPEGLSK
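Stably transfected Drosophila Schneider cells are the test system, with ROR gamma fused to Gal4 and luciferase under UAS control; luminescence is read after 20 hr of 700 uM copper sulfate induction at ambient temperature.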
NPC1 prom act: qHTS Assay for NPC1 Promoter Activators. hit rate 2.4% among 320,000. Potency, µM (doses to about 9.22 µM), for the others: top-dose activation, hits mostly activators. AID 485313, 2010. Huh7 NPC1 promoter luciferase reporter, 24 h;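 further: potency means the concentration at half of the fitted maximal effect; % of control where 0% means no effect; nearly all actives have a fitted effect of over 60% in size; reporter is driven by a mutant NPC1 promoter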
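Cells: Huh7 expressing luciferase under the NPC1 promoter, 1500/well. Seeded 2 h, compound added, incubated 24 h at 37 °C. Luciferase reagent, 10 min ambient, then luminescence.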
Mito fusion act: qHTS Assay for Small Molecule Inhibitors of Mitochondrial Division or Activators of Mitochondrial Fusion. S. cerevisiae fusion-defective mutant growth rescue, CellTiterGlo 48 h. Potency, µM (titrated, usually from 46.1 µM), for inactives: at the top dose growth rescue (activation), usual class: activators. hit rate 0.23% among 320,000;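 further: potency means the concentration at half of the fitted maximal effect; % of control where 0% means no effect; nearly all actives have a fitted effect of over 45% in size; temperature-sensitive fusion mutants such as fzo1-1 at 37 °C on non-fermentable ethanol glycerol medium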
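Growth-rescue viability read-out: after 48 h at the non-permissive 37C in glycerol/ethanol YPEG, yeast mitochondrial fusion mutants are measured by CellTiterGlo luminescence; compounds (23 nl pinned per well) restoring growth score as division inhibitors or fusion activators.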
Rab9 prom act: qHTS Assay for Rab9 Promoter Activators. Huh7 Rab9 promoter-luciferase reporter, luminescence, 24 h. Potency, µM (top dose mostly 9.22 µM), inactives show at the highest dose activation, negative = inhibition, actives largely listed as activators. hit rate 2.8% among 320,000. AID 485297, 2010; further: potency means the concentration at half of the fitted maximal effect; % of control where 0% means no effect; nearly all actives have a fitted effect of over 60% in size
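Luminescence read-out: Huh7 cells stably expressing Rab9-luciferase, treated 24 h with compound at 37 °C, then lysed with luciferase reagent for 10 min at ambient before reading.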
KCNH2 3.1 inh: qHTS for Inhibitors of KCHN2 3.1: Mutant qHTS. AID 720553, 2013. hit rate 0.95% among 340,000. activity change, % (tested at about 1.8 µM). U2OS KCNH2 3.1, thallium flux FluxOr; stronger effect = lower value;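 active means maximum activity change below -70%; inconclusive means maximum activity change from -70% to -50%; inactive means maximum activity change above -50%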;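 further: thallium influx rate constant from kinetic fluorescence after stimulation buffer; on the % scale 0 is the no-effect control and ±100 the full control effect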
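Virally transduced U2OS (3.1 isoform, 4 h infection in dark at RT) → overnight 37 C → FluxOr + Red40 in HBSS/HEPES, 45 min → stimulation buffer, 2 min kinetic read → rate constant vs DMSO controls.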
PKM2 act: qHTS Assay for Activators of Human Muscle isoform 2 Pyruvate Kinase. Pyruvate kinase PKM (Homo sapiens), P14618. purified PKM2, Kinase-Glo ATP luminescence, activation; response scale: 0% is enzyme alone, no compound. Potency, µM (series often up to 57.5 µM), without a hit: at the top dose activation, most hits filed as activators. hit rate 0.34% among 260,000. AID 1631, 2009; further: potency means the concentration at half of the fitted maximal effect; on the % scale 0 is the no-effect control and ±100 the full control effect; nearly all actives have a fitted effect of over 55% in size
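Purified hPK-M2 (>95%) run at intermediate activity with 0.1 mM ADP and 0.5 mM PEP in 50 mM imidazole pH 7.2, KCl, MgCl2; 1 h room temperature. ATP formed read by Kinase-Glo luminescence; normalized to uninhibited and no-enzyme controls.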
ELG1 DNA repair: qHTS screen for small molecules that inhibit ELG1-dependent DNA repair in human embryonic kidney (HEK293T) cells expressing luciferase-tagged ELG1. HEK293T ELG1-luciferase reporter, luminescence, 16 h; DNA damage induced by 5-fluorouridine. Potency, µM (titrated, usually from 46.1 µM), for the others: at the top dose activity change, negative = inhibition, actives largely listed as inhibitors. hit rate 2.3% among 330,000; further: potency means the concentration at half of the fitted maximal effect; on the % scale 0 is the no-effect control and ±100 the full control effect; nearly all actives have a fitted effect of over 55% in size
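HEK293T cells expressing luciferase-tagged ELG1 (2,000/well) received 5-Fluorouridine plus compound or DMSO for 16 hr at 37 °C. Luciferase was read by ONE-Glo luminescence after 30 min at room temperature.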
VP16 counter: VP16 counterscreen qHTS for inhibitors of ROR gamma transcriptional activity; AID 2546, 2010; hit rate 3.5% among 310,000; Drosophila S2 Gal4-VP16 UAS-luciferase, luminescence, 20 h; Potency, µM (series often up to 53.6 µM), for the others: top-dose activity, negative = inhibition, usual class: inhibitors;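 further: Gal4-VP16 expression switched on by copper sulfate through the metallothionein promoter; potency means the concentration at half of the fitted maximal effect; on the % scale 0 is the no-effect control and ±100 the full control effect; nearly all actives have a fitted effect of over 50% in size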
Menin MLL FP TR: qHTS Assay for Inhibitors Targeting the Menin-MLL Interaction in MLL Related Leukemias: Competition With Texas Red Labeled MLL-derived Mutant Peptide | hit rate 0.23% among 270,000 | Potency, µM (doses to about 61.6 µM), without a hit: top-dose FP activity change, negative = inhibition, usual class: inhibitors | O00255 | Menin + Texas Red MLL mutant peptide, fluorescence polarization; active means well fitted inhibition curve with a large enough effect in the polarisation, with a control signal flat, not every such curve was filed as active; inconclusive means small, poorly fitted or top-dose-only effect, or effect the other way, or a change in a side signal; inactive means no such curve, though single readings can be large or run the other way; the % refers to the polarisation; further: potency means the concentration at half of the fitted maximal effect; % of control where 0% means no effect; many of its hits are not listed in these tables
MBNL1-CUG inh: qHTS Assay for Inhibitors of MBNL1-poly(CUG) RNA binding; Potency, µM (top dose mostly 57.5 µM), without a hit: at the highest dose activity change, negative = inhibition, most hits filed as inhibitors; TR-FRET MBNL1-His/biotin-(CUG)12 binding, 665/545 ratio; hit rate 0.036% among 280,000; Muscleblind-like protein 1 (Homo sapiens), Q9NR56; active means well fitted inhibition curve with a large enough effect in the signal ratio, with a control signal flat, not every such curve was filed as active; inconclusive means small, poorly fitted or top-dose-only effect, or effect the other way, or a change in a side signal; inactive means no such curve, though single readings can be large or run the other way; the % refers to the signal ratio; further: potency means the concentration at half of the fitted maximal effect; on the % scale 0 is the no-effect control and ±100 the full control effect
Target sequence (Q9NR56 whole entry, looked up): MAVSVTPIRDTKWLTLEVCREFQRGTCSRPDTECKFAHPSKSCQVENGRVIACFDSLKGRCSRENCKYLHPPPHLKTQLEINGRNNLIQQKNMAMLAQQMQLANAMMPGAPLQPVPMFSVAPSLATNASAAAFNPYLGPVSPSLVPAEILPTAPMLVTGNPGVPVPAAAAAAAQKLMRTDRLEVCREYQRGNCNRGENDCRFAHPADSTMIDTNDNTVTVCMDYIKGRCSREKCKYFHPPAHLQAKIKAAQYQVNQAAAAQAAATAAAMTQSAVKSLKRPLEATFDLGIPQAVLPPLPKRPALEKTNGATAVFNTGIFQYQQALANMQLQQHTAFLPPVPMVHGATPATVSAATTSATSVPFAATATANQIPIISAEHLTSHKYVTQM
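Compound titration spanned 92 nM–58 uM against the MBNL1-His/biotin-(CUG)12 complex. After 60 min at room temperature with 5 nM streptavidin-XL665 and 0.055 ng/ul terbium anti-His, ratiometric 665/545 nm emission (Ex 340 nm) normalized to controls.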
FLuc modulator: qHTS profiling assay for firefly luciferase inhibitor/activator using purifed enzyme and Km concentrations of substrates (counterscreen for miR-21 project); purified FLuc, Km substrates, luminescence inhibition; AID 588342, 2011; Luciferin 4-monooxygenase (Photinus pyralis), P08659; Potency, µM (series often up to 57.5 µM), inactives show top-dose activity change, negative = inhibition, most hits filed as inhibitors; hit rate 6.9% among 360,000;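 further: potency means the concentration at half of the fitted maximal effect; plate controls were vehicle for no effect and reference inhibitor for full effect; nearly all actives have a fitted effect of over 55% in size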
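Purified P. pyralis luciferase (10nM final) with 10uM D-luciferin and 10uM ATP (Km levels) in 50mM Tris acetate pH 7.5, 10mM Mg acetate, 0.01% Tween-20, 0.05% BSA; qHTS 6-point titration, ~60 µM downward; luminescence read.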
An asterisk follows results filed as active; ? = inconclusive; · = no result given; & = joins results of further samples; ! = repeats disagree; [ ] = remark or other dose. Unless noted, the call rests on the fitted dose curve; in most records, active means well fitted curve in the direction sought with a large enough effect; inconclusive means small, poorly fitted or top-dose-only effect, or another doubt; inactive means no such curve, though single readings can be large; an effect the other way counts as inactive or inconclusive. Not all compounds are listed; count on the stated rates, not on these rows.

SMILES | RORg inh | NPC1 prom act | Mito fusion act | Rab9 prom act | KCNH2 3.1 inh | PKM2 act | ELG1 DNA repair | VP16 counter | Menin MLL FP TR | MBNL1-CUG inh | FLuc modulator
COc1ccc(CNC(=O)C2CCCN2S(=O)(=O)c2ccc(Cl)cc2)cc1 (stereo not given) | -16% | -1% | 3% | 0% | 30 | 0% | -17% | -5% | 16% | 4% | 0%
CC(C)[C@@H]1CC[C@@H](C)C[C@H]1OC(=O)C[n+]1cc(-c2ccc(Cl)cc2)n2c1CCCCC2 | ? | -1% | 2% | -27% | -11 | -2% | 21µM* | 11µM* | · | -7% | -1%
CC1CCCN(c2c([N+](=O)[O-])c(=O)oc3ccccc23)C1 (stereo not given) | 0% | 0% | -2% | 2% | -3 | -10% | 1% | -8% | -16% | ? | -6%
COc1ccc2nc3c(c(-c4ccccc4)c2c1)CCC3 | 11µM* | -2% | ? | -4% | 12 | -1%&-3% | ? | 18µM*! | 19%&0% | 28% | ?
O=c1[nH]ncc(N2CCCCC2)c1Cl | -16% | 1% | -4% | -7% | -1 | 0% | -7% | -8% | -8% | -2% | -16%
O=C(COC(=O)c1ccc(O)cc1O)NC1CC1 | · | 4% | 2% | 10% | 0 | · | 23% | · | · | · | 1%
CCCCCc1cc(=O)oc2c(C(CCN3CCCCC3)c3cc(OC)c(OC)c(OC)c3)c(OC)cc(OC)c12 (stereo not given) | ? | -10% | -60%[inhibitor] | -10% | -35 | -1% | 14% | ? | · | -2% | 0%
COc1ccc(CCNC(=O)CCn2c(SCC#N)nc3ccccc3c2=O)cc1OC | ? | 2% | 3% | -3% | -3 | -2% | -16% | ? | 3% | -6% | 8%
CC(Cc1cccs1)NC(=O)Nc1ccccc1 (stereo not given) | 19% | 20% | 2% | 19% | 22 | 5% | ? | 22% | -3% | -5% | ?
Cc1ccc(C(C(=O)NC(C)(C)C)N(Cc2ccco2)C(=O)Cn2nnc(-c3cccs3)n2)cc1 (stereo not given) | 1% | -2% | 4% | 2% | -21 | -5% | -14% | -2% | ? | -22% | 2%
CC(C)NC(=O)Cn1c(SCC(=O)NC2CCCC2)nc2ccccc21 | -26% | 2% | 0% | -1% | 3 | -2% | 0% | 3% | -10% | -4% | 1%
CCOC(=O)NN1C(=O)c2ccccc2NC1c1ccc(OC)cc1OC (stereo not given) | -5% | -1% | ? | 0% | -1 | 1% | -12% | -6% | 8% | -2% | -2%
Cc1cccc(-c2nc3c(c(SCC(N)=O)n2)CCCC3)c1 | ? | -1% | 4% | -2% | -1 | -11% | -10% | -2% | -10% | 33%[activator] | -1%
O=C1CSC(c2ccc(Cl)cc2)N1 (stereo not given) | 3% | -1% | 2% | -5% | -19 | -1% | -6% | ? | -7% | -2% | 2%
Cc1ccc(Cn2c(CN3CCN(C(=O)c4ccco4)CC3)nc3c2c(=O)n(C)c(=O)n3C)cc1 | 27% | 1% | 2% | 2% | -5 | 16% | ? | -5% | -1% | -9% | -1%
COc1ccc(-n2c(O)c(Cc3ccccc3)c(=O)n3nc(-c4ccccc4)c(=O)cc23)cc1 | 2% | 0% | -3% | 2% | -12 | -18% | ? | 0% | 38%[activator] | ? | -21%
Cc1ccc(S(=O)(=O)NCCC(=O)NC2CCCCCC2)cc1 | · | 0% | -5% | -1% | -8 | · | -2% | · | · | · | 0%
COc1ccc(-c2csc(=Nc3c(C)n(C)n(-c4ccccc4)c3=O)n2C(C)(C)C)cc1 | 1% | 0% | -1% | -7% | -24 | -1% | 11% | 1% | -1% | -14% | -1%
CCOC(=O)c1cccc(NC(=O)CSc2nnnn2CC)c1 | ? | 1% | 0% | 1% | 11 | -2% | -19% | -4% | 9% | 6% | 3%
Cc1ccccc1C(=O)N1CCN(c2ccc(NC(=O)c3cccnc3Cl)cc2)CC1 | -1% | -1% | -6% | -5% | 2 | 1% | ? | 2% | -2% | -5% | 0%
Clc1ccccc1N1CCN(Cc2ccco2)CC1 | 17% | 6% | 0% | 11% | 20 | 1% | ? | 3% | -10% | 2% | ?
Cc1ccccc1NC(=S)NC(NC(=O)N(C)C)C(Cl)(Cl)Cl (stereo not given) | 0% | 1% | -2% | 0% | 4 | 0% | -7% | 1% | 4% | -9% | -1%
COC(=O)c1c(NC(=O)C2C3CCC(O3)C2C(=O)O)sc2c1CCCCCC2 (stereo not given) | 21% | -5% | 0% | -4% | · | -10% | -6% | -16% | -13% | · | 1%
CCCCn1c(SCC(=O)NC(C)CC)nc2ccc(N3CCOCC3)cc2c1=O (stereo not given) | 1.3µM* | -2% | 0% | 0% | 3 | -4% | -2% | 20µM* | 3% | 9% | 3%
COc1cc(C(=O)N2CCN(S(=O)(=O)c3ccc(C)cc3C)CC2)ccc1OCC(=O)N1CCOCC1 | · | 4% | -4% | 0% | 3 | · | 2.3µM* | · | · | · | 3%
Cn1c(=S)[nH]c2scc(-c3cccs3)c2c1=O | 0.79µM* | -12% | -2% | 3% | 20 | -11% | ? | 5µM* | 11% | · | ?
COc1cccc2cc(C(=O)NCc3ccccc3Cl)c(=O)oc12 | 13% | -33%[inhibitor] | 3% | 18% | -1 | -2% | ? | 30% | -22% | 3% | ?
O=c1c(OC2OC(CO)C(O)C(O)C2OC2OC(CO)C(O)C(O)C2OC2OC(CO)C(O)C(O)C2O)c(-c2ccc(O)c(O)c2)oc2cc(O)cc(O)c12 (stereo not given) | -16% | -1% | -1% | -3% | -8 | -1% | -6% | -2% | · | ? | -4%
CCOc1ccccc1NC(=O)C1CCCN1C(=O)c1cccs1 (stereo not given) | · | 0% | -4% | -1% | -2 | · | 9% | · | · | · | ·
CCC(C)N(CCNC(=O)c1ccc2c(c1)NC(=O)c1ccccc1S2)C1CCCCC1 (stereo not given) | -22% | -7% | ? | -14% | -44 | · | ? | -18% | ? | -1% | 2%
O=C(O)c1ccc(S(=O)(=O)Nc2cccc(CP(=O)(c3ccccc3)c3ccccc3)c2)cc1 | 36% | -3% | -1% | 1% | 10 | 17% | 5% | -1% | · | 3% | -1%
N#C/C(=C/c1cccn1-c1cccc(C(=O)O)c1)c1ccc(Cl)cc1 | 3% | 0% | 4% | -2% | -1 | 3% | 3% | 2% | -11% | -5% | ?

Shown as labelled records: entries from further up.
Clc1ccccc1N1CCN(Cc2ccco2)CC1
  RORg inh = 17% | NPC1 prom act = 6% | Mito fusion act = 0% | Rab9 prom act = 11% | KCNH2 3.1 inh = 20 | PKM2 act = 1% | ELG1 DNA repair = ? | VP16 counter = 3% | Menin MLL FP TR = -10% | MBNL1-CUG inh = 2% | FLuc modulator = ?
Cc1ccccc1NC(=S)NC(NC(=O)N(C)C)C(Cl)(Cl)Cl (stereo not given)
  RORg inh = 0% | NPC1 prom act = 1% | Mito fusion act = -2% | Rab9 prom act = 0% | KCNH2 3.1 inh = 4 | PKM2 act = 0% | ELG1 DNA repair = -7% | VP16 counter = 1% | Menin MLL FP TR = 4% | MBNL1-CUG inh = -9% | FLuc modulator = -1%
COC(=O)c1c(NC(=O)C2C3CCC(O3)C2C(=O)O)sc2c1CCCCCC2 (stereo not given)
  RORg inh = 21% | NPC1 prom act = -5% | Mito fusion act = 0% | Rab9 prom act = -4% | KCNH2 3.1 inh = · | PKM2 act = -10% | ELG1 DNA repair = -6% | VP16 counter = -16% | Menin MLL FP TR = -13% | MBNL1-CUG inh = · | FLuc modulator = 1%

Screens deposited in PubChem BioAssay by National Center for Advancing Translational Sciences (NCATS).
